DENV2 CPE = inhibitors of DENV2 cytopathic effect, primary screen, cell-based, plate reader, single concentration; CPE inhibition, % at 9.99 µM; actives 1.7% (n = 350,000); DENV2-infected cells, cytopathic effect rescue; in the data active = CPE inhibition above about 20%, passing the limit was not always enough; inconclusive = no clear call, values can overlap the other calls; tested in BHK-21 cells;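 note: 0% = median of neutral control wells and 100% = median of positive control wells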
GSIS activator = GLuc luminescence reporter in INS-1E cells, primary screen for activators of glucose-dependent secretion of insulin. actives 0.61% (n = 370,000). AID 743287, 2014. INS-1E GLuc reporter insulin secretion, 2-3 h. activation, % at 16.6 µM;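 active = lowest replicate activation of at least 40%, so every replicate reaches that level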;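 note: 0% = median of neutral control wells and 100% = median of IBMX positive control wells; some compounds called inactive have numbers as strong as hits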
miR122 inh = miR-122 Renilla sensor signal increase in Huh7, primary screen, miR-122 inhibitor project, cell-based, single point, plate reader; AID 602342, 2012; actives 0.3% (n = 340,000); activation (reporter increase), % at 12.5 µM; Huh7 miR-122 Renilla luciferase sensor, 48 h; neutral wells = 0, positive control = 100;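 active = mean replicate activation score at least 90 and every replicate individually at or above 90; inconclusive = only one of the two criteria met; inactive = neither criterion met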;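 note: higher luciferase means less miR-122 activity so hits act as miR-122 inhibitors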
FN deposit inh = inhibitors of fibronectin matrix deposition, primary screen, AH1F cells, Alexa488-fibronectin fluorescence, plate reader; AH1F fibroblasts, overnight; inhibition, % at 12.6 µM; actives 0.086% (n = 350,000); AID 743247, 2014;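 active = mean inhibition across replicates of 30% or more, regardless of how many single replicates reach that level; inconclusive = mean under 30% yet at least half of replicates reach 30%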;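 note: positive control wells lacked labelled fibronectin entirely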
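material = AH1F fibroblast monolayer depositing Alexa488-labelled fibronectin into matrix | amount = 10000 AH1F cells/well | buffer or medium = DMEM plus 2% serum, read in PBS | incubation = 1 h cell adhesion before compound, then overnight fibronectin incubation | detection = fluorescence at 485 nm excitation, 525 nm emission | evaluation = percent inhibition as loss of matrix-bound fibronectin fluorescence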
EWS-Fli block = EWS/Fli-driven NR0B1 reporter inhibitors, primary screen, A673 cells, NR0B1 luciferase, luminescence, MLPCN library; actives 0.67% (n = 350,000); viability-normalised; inhibition, % at 12.6 µM; AID 651661, 2012;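 active = mean inhibition of at least 50% after viability correction, with every replicate also passing that limit; inconclusive = mean reaches 50% but only one of two replicates passes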;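 note: firefly luciferase signal divided by Alamar Blue viability fluorescence both relative to DMSO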
CFTR F508del cor = F508del CFTR correction, initial screen, CFBE line, single point. CFBE cells, YFP halide quenching; stimulated with forskolin plus potentiator P3; % fluorescence drop versus neutral controls. activity (quench increase), % at 7.58 µM. actives 0.36% (n = 350,000). AID 720511, 2013;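 active = mean added fluorescence quench of at least 8% versus neutral control, with both replicates also reaching 8%; inconclusive = only one of the mean or replicate conditions met; inactive = mean below 8% and not both replicates reaching 8%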;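 note: cells transiently co-express mutant CFTR-F508del with the halide-sensitive YFP; corrector assay measuring rescue of mutant channel to the surface after 24 h compound exposure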
PAX8 reporter = inhibitors of PAX8-driven TPO luciferase reporter, primary screen, RMG-I cells, single concentration | inhibition, % at 12.6 µM | SteadyGlo, 24 h | AID 652154, 2013 | actives 1.2% (n = 360,000);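 active = mean replicate inhibition at least 60% with every replicate also reaching 60%; inconclusive = only one of the two criteria is met; inactive = mean below 60% and not all replicates reaching 60%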;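 note: luciferase light reporting Pax8 driven TPO promoter activity; plate controls were median of neutral control wells for no effect and mitoxantrone controls for full effect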
An asterisk follows results filed as active; ? = inconclusive; / = no result given; & = joins results of further samples; ! = repeats disagree; [ ] = dose if it differs, or a comment. Compounds as they come (roughly 3.9% active in at least one column).

cpd	smiles	DENV2 CPE	GSIS activator	miR122 inh	FN deposit inh	EWS-Fli block	CFTR F508del cor	PAX8 reporter
1	CN1CCN(C2=C(Cl)C(=O)N(CCc3ccccc3)C2=O)CC1	/	-4	-7	9	/	/	-35
2	COc1ccccc1CNC(=O)c1nccnc1CO	4	-7	/	2	4	-1.2	-17
3	Cc1ccc(NC(=S)N(CCN2CCCCC2)Cc2ccco2)cc1	7	/	/	4	8	-1.3	45
4	CCOc1ccc(C(=O)NCCn2cc(SCC(=O)Nc3cc(C)on3)c3ccccc32)cc1	/	/	-1	-2	/	/	-23
5	COc1cc(NC(=O)C/C(C)=N/NC(=O)Cc2ccccc2)c(OC)cc1Cl	/	-6	4	6	/	/	-1
6	COc1cc(/C=C2/C(=N)N3C(c4ccccc4)=CSC3=NC2=O)ccc1OCC(=O)O	-5	-14	0	9	-21	1.0	-21
7	Cc1cc(-c2ccccc2)n[nH]1	0	-9	/	-3	-2	0.1	-18
8	CC(C)(C)OC(=O)N1C(=O)[C@](OC(=O)c2ccccc2)(c2ccc(F)cc2)c2ccccc21	9	12	/	5	-18	0.5	4
9	CNC[C@@H]1Oc2c(NC(=O)NC3CCCCC3)cccc2C(=O)N([C@@H](C)CO)C[C@@H]1C	-1	3	6[16.7 µM]	1	0	2.0	-19
10	CC(C)NC(=O)N(C)C[C@@H]1Oc2c(NS(C)(=O)=O)cccc2C(=O)N([C@H](C)CO)C[C@@H]1C	2	18	-1[16.7 µM]	2	5	-1.7	-3
11	COc1ccc(N(CC(=O)Nc2ccccc2C(=O)N2CCCC2)S(C)(=O)=O)cc1	-1	0	-4	-6	-2	1.7	13
12	COc1ccccc1C1=NOC(CN2C(=O)c3ccccc3S2(=O)=O)C1 (configuration not stated)	-6	24	/	-2	-67	1.9	-193
13	Cn1c(/C(C#N)=C(\O)c2ccccc2Cl)nc2ccccc21	-4	14	/	-2	11	1.7	1
14	CO[C@H]1CN(C)C(=O)c2cc(NC(=O)Nc3ccccc3)ccc2OC[C@@H](C)NC[C@H]1C	/	-1	1[16.7 µM]	-144	-3	/	2
15	COc1ccc(-c2cc(C(=O)Nc3ccc(O)cc3)c3ccccc3n2)cc1OC	-2	14	5	4	-12	2.8	-28
16	CSc1ccc(CNC(=O)C2(C)CCCN2C)cc1 (configuration not stated)	-5	/	-2	2	0	0.2	-3
17	CCOC(=O)C1C(c2cccs2)NC(=O)NC1(O)C(F)(F)F (configuration not stated)	11	40	2	/	2	1.3	/
18	COc1ccc(CNC(=O)CCCn2c(=S)[nH]c3cc4c(cc3c2=O)OCO4)cc1	14	5	/	1	/	1.0	-1
19	COCC#Cc1ccc2c(c1)O[C@@H](CN(C)Cc1ccncc1)[C@H](C)CN([C@H](C)CO)S2(=O)=O	20*	8	-2[16.7 µM]	-11	-11	-1.3	/
20	COc1cc2nc(N3CCN(C(=O)c4ccco4)CC3)nc(N)c2cc1OC	-4	16	-6	11&2	21	-1.4	19

New compounds follow:
cpd	smiles	DENV2 CPE	GSIS activator	miR122 inh	FN deposit inh	EWS-Fli block	CFTR F508del cor	PAX8 reporter
21	CC(C)(C)c1ccc(C(=O)NCc2nnc(SCC(=O)N3CCCC3)o2)cc1	9	197	-4	-9	6	-2.1	-1
22	CCOC(=O)c1ccc(/C=C2/C=C(c3ccccc3)N(c3ccc(Cl)c(C(=O)O)c3)C2=O)cc1	/	-17	5	-6	/	/	4
23	O=C(Cc1ccccc1)N[C@@H]1CC[C@H](CC(=O)N2CCCCC2)O[C@@H]1CO	-4	-7	/	-5	-2	2.3	-13
24	C[C@@H]1CN([C@H](C)CO)C(=O)c2cccc(NC(=O)c3cnccn3)c2O[C@@H]1CN(C)Cc1ccc(C(F)(F)F)cc1	4	-10	1[16.7 µM]	/	7	4.2	0
25	C[C@H](CO)N1C[C@H](C)[C@H](CN(C)C(=O)Nc2ccccc2C(F)(F)F)OCc2ccccc2-c2c(n(C)c3ccccc23)C1=O	0	5	/	5	5	0.0	-10
26	CCCCN(C)Cc1c(C)[nH]c2c(Cl)cccc2c1=O	-5	1	-3	/	-8	-2.4	/
27	Cc1ccc(/C=N/N2CCN(c3ccccn3)CC2)cc1	1	25	/	-13	-73	1.8	-156
28	Nc1c(C(=O)Nc2cccc(C(=O)O)c2)sc2nc3c(cc12)CCCC3	0	9	2	-3	85*	-0.7	85*
29	COCCCN1C(=O)C(=O)/C(=C(/O)c2ccc(C)cc2)C1/C=C/c1ccccc1 (configuration not stated)	-1	12	-17	5	6	1.1	9
30	Cc1ccc2nc(C(C)(C)C)c(Cc3cccc(Cl)c3)n2c1	-10	-6	-3	-9	-69	0.9	4
31	CCOc1ccccc1NC(=O)/C=C/c1ccccc1[N+](=O)[O-]	/	18	/	2	/	/	-28
32	CC1CCCN(S(=O)(=O)c2ccc3c(c2)OCCO3)C1 (configuration not stated)	-6	/	10	-23	0	3.8	6
33	O=C(C1CCOCC1)N1C[C@H]2[C@@H](c3ccccc31)[C@@H](CO)N2C(=O)Cc1ccccn1	0	10	-13[16.7 µM]	-14	-3	1.6	-10
34	S=C(NCC1CCCO1)N1CCN(c2nc(-c3ccc(Cl)cc3)cs2)CC1 (configuration not stated)	4	-15	-7	/	14	0.6	3
35	CN(C(=O)C=Cc1ccccc1)c1ccccc1	-7	16	-4	8	-35	2.8	-46
36	OCCN1CCN(CCCN2c3ccccc3Sc3ccc(C(F)(F)F)cc32)CC1	?	/	-3	-8	26	-1.4	10
37	COc1ccc(-c2cc(C(=O)NCc3cccc(Cl)c3)[nH]n2)c(C)c1	-6	-20	0	6	-15	0.0	1
38	CC(Oc1ccc(Br)cc1)C(=O)Nc1nnc(C2CC2)s1 (configuration not stated)	-1	0	7	-9	-3	3.3	8
39	Cn1nc(Oc2nc(N3CCOCC3)nc(N3CCOCC3)n2)ccc1=O	/	16	6	-4	/	/	/
40	COc1ccc(-c2nn(-c3ccccc3)cc2C(=O)N2CCN(S(=O)(=O)c3cccc(F)c3)CC2)cc1	0	0	-3	-4	5	-1.9	2

Single records (already shown). Order of values: DENV2 CPE	GSIS activator	miR122 inh	FN deposit inh	EWS-Fli block	CFTR F508del cor	PAX8 reporter
`C[C@@H]1CN([C@H](C)CO)C(=O)c2cccc(NC(=O)c3cnccn3)c2O[C@@H]1CN(C)Cc1ccc(C(F)(F)F)cc1` is listed with 4	-10	1[16.7 µM]	/	7	4.2	0
`CCOc1ccccc1NC(=O)/C=C/c1ccccc1[N+](=O)[O-]` is listed with /	18	/	2	/	/	-28

Next section
cpd	smiles	DENV2 CPE	GSIS activator	miR122 inh	FN deposit inh	EWS-Fli block	CFTR F508del cor	PAX8 reporter
41	C#CCOCCOCCOCCNc1nc(N2CCN(C(=O)C([C@@H](C)CC)n3cc(C(N)Cc4ccc(O)cc4)nn3)CC2)nc(N2CCN(C(=O)[C@H](CCC(=O)O)n3cc(C(N)[C@H](C)CC)nn3)CC2)n1 (some centres not stated)	-1	0	-3	9	-5	1.1	-19
42	Cc1ccc(C(C)C)c(OCc2nn(CC(=O)c3ccc(Cl)cc3)c3[n+]2CCCCC3)c1	5	/	/	8	?	7.9	66*
43	O=C(Nc1ccc2c(c1)OCCO2)c1cc2ccccc2o1	9	10	-4	0	4	-0.5	-29
44	Cc1ccc(S(=O)(=O)N2CC3(O)CN(C(=O)OC(C)C)N(C(=O)OC(C)C)CC3(OC(=O)NCc3ccccc3)C2)cc1 (configuration not stated)	-4	-25	3	-5	2	-3.0	-8
45	CSc1ccc(S(=O)(=O)NCC(=O)OCC(=O)N(C)Cc2ccccc2)cc1[N+](=O)[O-]	-3	5	-6	-2	2	-3.6	-15
46	COCC(=O)N(C)C[C@H]1Oc2cc(Br)ccc2S(=O)(=O)N([C@H](C)CO)C[C@H]1C	31*!	46*	-7	-5	6&2	2.7&1.9	-6
47	Oc1ccc2ccccc2c1C=Nc1ccc(Cl)cn1	5	2	/	/	-2	0.7	20
48	CCC(=O)N1CCCC(C)(C(=O)Nc2nccc3ccccc23)C1 (configuration not stated)	4	/	-5	/	-48	0.2	-9
49	COc1ccccc1NC(=O)Nc1nnc([C@H]2C[C@H](O)[C@@H](CO)O2)s1	2	-10	-1	6	-3	1.8	-4
50	O=C(NNc1cccc(Cl)c1)c1cccnc1Cl	0	9	/	-8	-4	0.1	11
51	O=C(C[C@H]1CC[C@@H](NC(=O)c2ccccc2)[C@@H](CO)O1)NCc1ccc(Oc2ccccc2)cc1	0	6	/	9	9	1.1	12
52	O=C(OCC(=O)c1ccc[nH]1)c1ccc(C(F)(F)F)cc1	0	-4	-8	-11	-3	-1.4	-18
53	COc1cc(OC)c(C2N(c3ccc(Cl)c(Cl)c3)C(=O)C3CCCN32)cc1OC (configuration not stated)	/	18	1	4	/	/	-14
54	Cc1cccc(NC(c2ccc(C)s2)c2ccc3ccc(C)nc3c2O)n1 (configuration not stated)	-14	3	/	2	11	/	2
55	CCOCCCN(C(=O)c1ccco1)C(C(=O)NC1CCCC1)c1ccc(OC)cc1 (configuration not stated)	10	14	-1	-6	3	-1.9	9
56	CCCCCc1ccc(-c2ccc(C(=O)O)cc2)nc1	/	2	30	7	/	/	22
57	Nc1nc2c(ncn2[C@@H]2O[C@H](C(=O)NCCc3c[nH]c4ccccc34)[C@@H](O)[C@H]2O)c(=O)[nH]1	-10	11	/	5	-14	-2.3	-1
58	CN(C)C(=S)NC(=O)C12CC3CC(C)(CC(C)(C3)C1)C2	6	-10	/	-13	1	-0.8	0
59	CCOC(=O)C1CCCN(CCC(=O)Nc2cccc(Cl)c2C)C1 (configuration not stated)	-6	7	/	1	19	0.0	13
60	OCCN1CCN(c2ncnc3c2ncn3[C@H]2CN(Cc3ccco3)C[C@@H](CO)O2)CC1	-9	43	-5	6	-5	0.0	-32

More results.
cpd	smiles	DENV2 CPE	GSIS activator	miR122 inh	FN deposit inh	EWS-Fli block	CFTR F508del cor	PAX8 reporter
61	O=C(Nc1ncn[nH]1)c1cc(S(=O)(=O)Nc2ccc(Cl)cc2)ccc1Cl	-3	-9	/	0	1	/	-15
62	CN1C(=O)N(C)C2(c3ccccc3)NNC(N)=NC12c1ccccc1 (configuration not stated)	-1	4	-4	-8	2	-1.3	-3
63	Cc1ccccc1N1CN(Cc2ccco2)CNC1=S	19	7	/	7	-5	-1.1	61*
64	COc1cc2c(cc1OC)CN(c1ccc3ccccc3n1)CC2	2	1	-1	2	-101	1.5	-98
65	CCCC(=O)Nc1nc2c(OC)ccc(OC)c2s1	-5	20	1	3	-16	6.7	16
66	O=C(CN1CCOCC1)N1CC[C@H]2[C@H](CO)Nc3ccc(-c4ccccc4)cc3[C@H]21	3	10	2[16.7 µM]	8	-8	-0.7	2
67	C/C=C/C(=O)Nc1cccc(C2=NOC3(C2)C[C@@H](C(N)=O)N(C(=O)/C(C)=C/C)C3)c1 (some centres not stated)	/	14	-10	-11	-6	3.0	-4
68	Cc1ccc2cc(/C=N/NC(=O)CN3CCCCC3)c(Cl)nc2c1	0	4	0	-20	-26	3.0	-15
69	CC(C)C(NC(=O)C(NC(=O)C1O[C@@H]2OC(C)(C)O[C@@H]2[C@H]2OC(C)(C)O[C@@H]12)C(C)C)C(=O)O (some centres not stated)	4	4	/	3	14	/	4

An excerpt from above in order of their number in DENV2 CPE, low to high:
item | molecule | DENV2 CPE
68 | Cc1ccc2cc(/C=N/NC(=O)CN3CCCCC3)c(Cl)nc2c1 | 0
66 | O=C(CN1CCOCC1)N1CC[C@H]2[C@H](CO)Nc3ccc(-c4ccccc4)cc3[C@H]21 | 3
63 | Cc1ccccc1N1CN(Cc2ccco2)CNC1=S | 19
